Source: PubChem
ADAM17 inh: ADAM17 inhibition, QFRET primary screen; inhibition, % at 6.95 µM; actives 0.83% (n = 370,000); P78536; recombinant ADAM17, EDANS/DABCYL FRET peptide cleavage;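 active means inhibition above the mean of compounds lying between control limits plus 3 SD, set per campaign, cut at about 8.5% in these data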;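 further: 0% = DMSO-only wells as the low control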
Target sequence (P78536 215-824 limits assumed): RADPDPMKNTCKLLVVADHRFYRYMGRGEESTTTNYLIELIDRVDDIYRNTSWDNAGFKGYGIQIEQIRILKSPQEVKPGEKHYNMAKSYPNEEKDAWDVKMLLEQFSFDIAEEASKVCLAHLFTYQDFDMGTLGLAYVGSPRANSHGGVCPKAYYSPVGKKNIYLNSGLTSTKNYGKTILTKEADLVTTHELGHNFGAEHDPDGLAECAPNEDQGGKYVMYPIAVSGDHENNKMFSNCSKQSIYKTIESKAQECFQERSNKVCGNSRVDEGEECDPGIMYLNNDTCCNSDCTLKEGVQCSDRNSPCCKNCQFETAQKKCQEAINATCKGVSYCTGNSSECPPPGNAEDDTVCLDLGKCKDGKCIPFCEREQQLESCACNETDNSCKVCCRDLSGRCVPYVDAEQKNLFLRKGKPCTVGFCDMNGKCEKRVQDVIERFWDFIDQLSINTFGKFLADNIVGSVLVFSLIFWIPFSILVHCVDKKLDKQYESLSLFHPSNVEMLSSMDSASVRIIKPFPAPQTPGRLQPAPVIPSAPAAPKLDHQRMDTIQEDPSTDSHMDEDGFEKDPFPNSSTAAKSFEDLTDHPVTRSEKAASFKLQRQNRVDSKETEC
hcDAF-12 act: H. contortus DAF-12 activation, primary screen | HEK293 hcDAF-12 lit1-tk-luc reporter, luminescence; 0% DMSO, 100% Δ7-dafachronic acid | activation, % at 6.8 µM | actives 1.4% (n = 370,000) | AID 652067;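 active means activation above the mean of all tested compounds plus 3 SD, cut at about 5.5% in these data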;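 further: 100% = response to 3 µM Δ7-dafachronic acid high control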
ADAM10 inh: inhibits human ADAM10; inhibition, % at 7 µM; O14672; actives 0.62% (n = 370,000); recombinant ADAM10, EDANS/DABCYL FRET peptide cleavage, 3 h;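 active means inhibition above a per-campaign cutoff equal to the mean of compounds falling between control-based bounds plus 3 SD, cut at about 20% in these data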;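 further: 0% = DMSO wells while the 100% control is not disclosed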
FXN GAA850 act: frataxin GAA850 promoter activation; HEK293 lucGAA850 FXN promoter luciferase reporter, 24 h; percent of 10 µM SAHA response; activation, % at 6 µM; actives 0.56% (n = 360,000);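 active means activation above the average of all compounds screened plus 3 SD, cutoff fixed separately per campaign, cut at about 7.5% in these data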;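 further: 0% = DMSO wells and 100% = 10 µM SAHA wells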
PG9 binder: small molecules binding HIV-1 gp120 antibody PG9. actives 0.43% (n = 360,000). TR-FRET gp120-PG9 antibody binding. inhibition, % at 6.7 µM; in the data active means inhibition above about 8.5%
DAX1 inh-1: DAX1 (NR0B1) inhibition, primary screen; HEK293T StAR-luciferase reporter, SF-1/DAX-1 repression relief; inhibition, % at 6.8 µM; actives 1.1% (n = 370,000); AID 652010;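 active means inhibition above the mean over all tested compounds plus 3 SD, cut at about 3.6% in these data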;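 further: 0% = DAX-1 cells with DMSO and 100% = cells lacking DAX-1 with DMSO; higher inhibition means more luminescence from relief of DAX-1 repression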
GC-A act: GC-A (human) enzyme activation; actives 0.14% (n = 370,000); activation, % at 10 µM; P16066; HEK293 GC-A cells, cGMP TR-FRET, EC30 ANP; 0% at EC30 ANP, 100% saturating ANP; in the data active means activation above about 40%
ssDAF-12 act: activators of S. stercoralis DAF-12 nuclear receptor; HEK293 ssDAF-12/GRIP1 lit1-tk-luc reporter, luminescence; % of 3 µM dafachronic acid response; activation, % at 6.8 µM; actives 1% (n = 370,000);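 active means activation above the mean over all tested compounds plus 3 SD, cut at about 0.9% in these data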;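 further: 0% = DMSO-only wells and 100% = 3 µM delta7-dafachronic acid wells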
hgDAF-12 ag: activates the H. glycines DAF-12 receptor ligand-binding domain. HEK293 GAL4-hgDAF12 UAS-luciferase reporter, agonist luminescence; normalized to butyrate control. activation, % at 6.8 µM. actives 1.8% (n = 370,000). AID 687014;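 active means activation above a cutoff set at the mean of all screened compounds plus 3 SD, cut at about 10% in these data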;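 further: 0% = DMSO wells and 100% = sodium butyrate wells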
SMARCA2 activ: SMARCA2 function activation, primary screen. MG213 cells, MMTV-luciferase reporter, dexamethasone, overnight. activation, % at 9.1 µM. actives 1% (n = 370,000). AID 652017; in the data active means activation above about 7.8%;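 further: 0% = vehicle wells and 100% = reference activator wells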
DAX1 inh-2: NR0B1 (DAX1) inhibition; AID 504766; HEK293 Gal4-DAX1 luciferase reporter, luminescence; P51843; actives 0.99% (n = 340,000); inhibition, % at 6.75 µM;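 active means inhibition above the mean over all tested compounds plus 3 SD, cut at about 4.2% in these data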;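 further: 0% = DAX1-transfected cells with DMSO and 100% = empty-vector control cells with DMSO; inhibition shows as a rise in luminescence from relieved DAX1 repression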
Target sequence (P51843 207-470 limits assumed): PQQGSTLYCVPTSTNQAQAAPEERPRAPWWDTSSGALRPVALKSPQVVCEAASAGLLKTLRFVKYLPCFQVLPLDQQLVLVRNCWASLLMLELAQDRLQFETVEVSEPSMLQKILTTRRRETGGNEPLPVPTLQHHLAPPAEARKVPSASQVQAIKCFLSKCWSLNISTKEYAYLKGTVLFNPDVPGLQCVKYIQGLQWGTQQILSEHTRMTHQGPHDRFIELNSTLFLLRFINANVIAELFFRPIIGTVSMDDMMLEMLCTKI
Starred values were filed as active, the others as inactive; · = no result given.

smiles	ssDAF-12 act	hgDAF-12 ag	DAX1 inh-1	FXN GAA850 act	ADAM17 inh	PG9 binder	ADAM10 inh	GC-A act	SMARCA2 activ	DAX1 inh-2	hcDAF-12 act
O=C(OCCOc1cccc(Cl)c1)c1ccc(F)c(S(=O)(=O)N2CCOCC2)c1	-1.0	-0.1	-1.3	0.1	3	2.4	3	0	-2	0.0	-1.7
CCC(Sc1nc2ccsc2c(=O)n1Cc1ccc(C(=O)O)cc1)C(=O)Nc1ccc(Cl)cc1 (stereo not drawn)	-1.6	-0.6	-0.6	-0.8	-2	-0.4	-1	6	-2	-0.3	0.7
O=C(N/N=C/c1ccc(F)cc1)c1sccc1OCc1ccc(F)cc1	-1.9	-0.4	-0.4	-4.0	-4	-0.1	-3	-6	4	0.9	-1.1
CN(C(=O)c1ccc(F)c(S(=O)(=O)N2CCOCC2)c1)C1CCCCC1	-0.5	-2.1	0.0	1.3	-7	2.0	-9	-2	-4	0.5	-1.8
O=C(NCCCn1ccnc1)/C(=C/c1ccco1)NC(=O)c1ccccc1	-1.0	1.0	-0.2	-2.1	-1	1.1	5	2	0	0.6	0.6
CS(=O)(=O)N(CCCC(=O)N1CCCCCC1)c1cccc(Cl)c1	-1.0	-0.9	0.2	0.2	-3	-1.5	-5	1	-2	-2.0	-2.6
CC(C1=CCCCC1)c1cnn(C)c1 (stereo not drawn)	-2.0	-4.0	0.1	·	2	·	6	2	9.4*	·	-0.6
CCOC(=O)C1CCCN(C(=O)c2cccc([N+](=O)[O-])c2C)C1 (stereo not drawn)	-1.9	-0.4	0.1	2.2	-4	1.4	5	3	-2	0.2	-0.4
COc1ccc(-n2c(-c3ccc(Cl)cc3)c[n+]3c2CCCCC3)cc1	-2.2	-4.6	-1.2	0.0	-3	-1.3	-11	2	-4	-3.3	-3.2
CCOc1ccc2nc(N3C(=O)C(O)=C(C(=O)c4ccco4)C3c3ccco3)sc2c1 (stereo not drawn)	0.0	5.6	1.7	3.0	1	-0.4	5	0	7.9*	0.3	2.6
COc1cc(OC)cc(C(=O)N=c2sc3ccccc3n2C)c1	-0.2	11*	1.7	2.8	-6	2.1	-14	-16	5	0.5	2.4
CCN(CC)S(=O)(=O)c1ccc(Cl)c(NC(=O)CCCCl)c1	-1.4	-0.2	-0.1	-2.3	-1	2.0	1	0	1	-1.6	0.4
COc1ccccc1-c1nnc(SCC(=O)Nc2cccnc2Cl)n1C	0.9*	0.0	0.8	1.1	5	-2.2	3	-1	1	-0.1	3.5
COc1ccc(CN(C(=O)c2snc(C(N)=O)c2N)C(C(=O)NC2CCCC2)c2ccco2)cc1 (stereo not drawn)	-1.2	-0.5	-0.4	1.8	-38	0.9	-101	-23	-1	1.0	-3.0
COCC(=O)OCc1cc2cccc(C)c2[nH]c1=O	-0.4	-1.6	0.5	1.4	-11	-1.7	-28	1	-5	-0.8	1.4

Reprinted from the part before: two entries; new compounds follow.
smiles	ssDAF-12 act	hgDAF-12 ag	DAX1 inh-1	FXN GAA850 act	ADAM17 inh	PG9 binder	ADAM10 inh	GC-A act	SMARCA2 activ	DAX1 inh-2	hcDAF-12 act
COc1ccc(CN(C(=O)c2snc(C(N)=O)c2N)C(C(=O)NC2CCCC2)c2ccco2)cc1 (stereo not drawn)	-1.2	-0.5	-0.4	1.8	-38	0.9	-101	-23	-1	1.0	-3.0
COCC(=O)OCc1cc2cccc(C)c2[nH]c1=O	-0.4	-1.6	0.5	1.4	-11	-1.7	-28	1	-5	-0.8	1.4
CC1CCCCN1C(=O)Cn1cc(C(=O)c2ccco2)c2ccccc21 (stereo not drawn)	-1.3	-0.7	0.8	0.8	0	0.8	4	-1	1	0.9	-0.9
COc1ccc(C(=O)NCc2cc3ccccc3n2C)cc1	0.3	3.2	0.8	2.8	-1	0.0	5	-7	2	1.8	4.6
CCN(CC)C(=O)c1sc2nc(-c3cccs3)cc(-c3ccc(Cl)cc3)c2c1N	-1.2	-1.1	-0.8	-0.1	-36	0.0	-140	-1	-3	0.8	0.0
S=C(c1ccc(-c2cc(Cl)ccc2Cl)o1)N1CCCCC1	-1.3	0.4	0.1	3.7	-2	-0.8	1	2	2	-0.5	1.1
O=C(CN1C(=O)C2C3C=CC(C3)C2C1=O)NCC1COc2ccccc2O1 (stereo not drawn)	-1.1	0.6	0.2	1.4	-4	-0.7	-2	5	-3	1.0	-0.8
C#CCOCCOCCOCCNc1nc(N2CCN(C(=O)CCCCCCCCCCNC(=O)[C@H](CO)n3cc(CCCSC)nn3)CC2)nc(N2CCN(C(=O)CCCCCCCCCCNC(=O)[C@H](CO)n3cc(CCCSC)nn3)CC2)n1	-2.0	-1.2	-0.2	1.9	-1	-0.5	7	1	3	1.5	-1.8
CCCC12CN(C(=O)c3ccco3)CC(CCC)(CN(C(=O)c3ccco3)C1)C2=O	-0.7	0.5	-0.9	-0.2	0	0.1	-4	-1	-2	0.6	2.1
CC1(C(=O)Nc2ccc3c(c2)OCCO3)CCC(=O)N1C1CCN(Cc2ccccc2)CC1 (stereo not drawn)	-1.2	0.5	1.1	·	-4	-0.4	-3	0	0	·	0.2
COc1ccc(-c2ccc([C@H]3[C@@H]4C=CCC[C@@]4(C)C(=O)N3Cc3ccccc3)c(F)c2)cc1OC	-1.3	1.7	-0.2	1.9	2	0.8	11	-1	-3	-1.3	-1.4
COc1cc(-n2c(C)nc3cc(C(=O)NCc4ccco4)ccc32)cc(OC)c1OC	-1.7	-2.8	1.6	3.2	0	-1.4	9	15	0	0.4	-1.9
CCCCCCC1CC(CSc2ncn[nH]2)OC1=O (stereo not drawn)	-0.8	-2.7	-0.6	1.7	-2	-0.1	2	2	-1	0.8	-1.5
Cc1ccc(C(=O)CN2C(=O)C(=O)N(Cc3ccccc3)C2=O)cc1	-1.0	-1.3	0.1	1.1	-2	-1.1	-1	-1	1	-0.6	-0.5
CC1=C(C(=O)N(C)C)CC(CC(=O)NC2CC2)C(=O)N1CCC1=CCCCC1 (stereo not drawn)	-1.1	0.8	0.1	0.4	2	-1.0	-5	4	-1	0.3	-0.2
COC(=O)c1cc2c(c3c4cc(OC)ccc4n(S(=O)(=O)c4cccc(C)c4)c13)C(=O)N(Cc1ccc(C(F)(F)F)cc1)C2	-1.1	1.1	0.5	·	-2	1.3	-9	-1	-3	·	2.1
Cc1nc(SCC(=O)N2CCOCC2)c2c(=O)n(C)c(=O)n(C)c2n1	-1.3	1.2	-0.1	1.9	-5	-0.7	-13	5	-2	1.5	-0.8

(continued)
smiles	ssDAF-12 act	hgDAF-12 ag	DAX1 inh-1	FXN GAA850 act	ADAM17 inh	PG9 binder	ADAM10 inh	GC-A act	SMARCA2 activ	DAX1 inh-2	hcDAF-12 act
Cc1ccccc1NP(=O)(c1ccccc1)c1nc2ccccc2s1 (stereo not drawn)	0.4	2.1	-0.6	2.4	-1	-0.6	-1	-12	0	0.3	1.6
CCOc1ccc(CN2C(=O)CCC2(C)C(=O)NCc2cccnc2)cc1 (stereo not drawn)	-1.4	-0.6	0.0	-2.4	-3	-0.6	-12	-3	-1	-0.1	0.2
C=CCNC(=O)c1onc(CSc2nc3ccccc3[nH]2)c1C(=O)NCC=C	-1.4	0.8	0.4	-0.2	0	-0.3	-2	3	3	1.3	-1.2
Cc1cccc(N2C(=O)CC(Sc3ncn[nH]3)C2=O)c1 (stereo not drawn)	-1.1	-0.2	0.3	0.3	-5	-1.8	-4	2	-2	-0.4	-1.7
O=C(O)c1cccc(S(=O)(=O)Nc2ccc(Oc3ccccc3)cc2)c1	-1.6	-0.3	0.4	0.0	-2	-1.2	-3	2	-1	0.7	-1.2
C=CCNc1ncnc2c1ncn2[C@H]1CN(CCN2CCOCC2)C[C@@H](CO)O1	-1.2	2.4	1.2	-1.4	3	1.8	-5	3	-3	·	-1.9
CCN1CCN(S(=O)(=O)c2ccc(C)c([N+](=O)[O-])c2)CC1	-0.6	-4.0	-0.3	3.0	-1	0.1	-7	7	0	0.2	0.8
CC(C)c1ccc(CNC(=O)CCc2ccccc2)cc1	-1.1	1.2	0.3	0.5	-3	0.8	4	0	5	-0.1	0.7
CCOC(=O)c1c(-c2ccc(C)o2)csc1NC(=O)CN1CCN(CC)CC1	-2.0	-2.5	0.5	-0.6	-2	0.5	1	4	3	-0.9	0.3
CCCCCN(C(=O)CCC(=O)OCCOc1cccc(C)c1)c1c(N)n(CCCC)c(=O)[nH]c1=O	-0.8	-1.2	0.6	-0.1	-5	1.0	4	0	-3	0.1	0.0
CCCCN(C(=O)COC(=O)COc1c(C)cc(C)cc1C)c1c(N)n(CCC)c(=O)[nH]c1=O	-0.1	0.9	-1.4	0.7	-1	-0.4	1	1	-3	0.1	-1.1
O=C(Nc1ccccc1)OCCc1ccccn1	-0.8	14*	9.3*	5.2	0	-1.2	-1	-2	7	5.8*	4.0
COc1ccccc1C(=O)N1CCN=C1SC	-0.4	2.0	0.8	1.4	-5	-0.1	-5	6	-3	0.2	1.7

3 structures out of the list, arranged by molecular weight, smallest number first:
smiles	ssDAF-12 act	hgDAF-12 ag	DAX1 inh-1	FXN GAA850 act	ADAM17 inh	PG9 binder	ADAM10 inh	GC-A act	SMARCA2 activ	DAX1 inh-2	hcDAF-12 act
O=C(Nc1ccccc1)OCCc1ccccn1	-0.8	14*	9.3*	5.2	0	-1.2	-1	-2	7	5.8*	4.0
CCOc1ccc(CN2C(=O)CCC2(C)C(=O)NCc2cccnc2)cc1 (stereo not drawn)	-1.4	-0.6	0.0	-2.4	-3	-0.6	-12	-3	-1	-0.1	0.2
CCOC(=O)c1c(-c2ccc(C)o2)csc1NC(=O)CN1CCN(CC)CC1	-2.0	-2.5	0.5	-0.6	-2	0.5	1	4	3	-0.9	0.3
